# KB-3-1 cytotox: kills parental KB-3-1 adenocarcinoma cells; KB-3-1 viability, CellTiter-Glo ATP luminescence, 72 h; Potency, µM (top dose mostly 46.1 µM), for inactives: at the top dose activity change, negative = cytotoxic, most hits filed as cytotoxic; 400,000 tested, 1.4% active; AID 1347075; note: potency is the fitted concentration of half-maximal effect; % is set by controls: 0 for no effect and ±100 for the full control effect; nearly all actives have a fitted effect of over 60% in size
#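 Screening of KB-3-1 cells (DMEM, 10% FBS, phenol-red free) ran from lowest to highest compound concentration; after 72 h at 37 °C viability was read luminescently and curves fitted.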
# MCF10A rerep: induces DNA re-replication in MCF 10a normal breast cells | 350,000 tested, 2.9% active | MCF 10A DNA re-replication, Hoechst nuclear intensity, 48 h | Potency, µM (highest dose often 46.1 µM), for the others: at the highest dose activity, positive = re-replication, actives largely listed as activators; note: potency is the fitted concentration of half-maximal effect; % of control where 0% means no effect; nearly all actives have a fitted effect of over 50% in size
# ATXN2 expr inh: inhibitors of ATXN2 expression. HEK-293 ATXN2-luciferase reporter, luminescence, 24 h. Potency, µM (highest dose often 57 µM), for the others: top-dose activity change, negative = inhibition, usual class: inhibitors. 360,000 tested, 0.72% active; note: potency is the fitted concentration of half-maximal effect; % is set by controls: 0 for no effect and ±100 for the full control effect; nearly all actives have a fitted effect of over 55% in size
#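 qHTS (up to 57 uM final) was run with 24 h compound exposure of reporter cells at 37 °C. Each well was multiplexed: SteadyGlo luminescence measured ATXN2-luciferase expression after a fluorogenic Gly-Phe-AFC viability readout (25 uM final).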
# KB-V1 cytotox: KB-V1 MDR subline cytotoxicity. KB-V1 MDR cells viability, CellTiter-Glo, 72 h. Potency, µM (titrated, usually from 46.1 µM), without a hit: at the highest dose activity change, negative = cytotoxicity, hits mostly cytotoxic. 400,000 tested, 3.4% active. AID 1347076; note: potency is the fitted concentration of half-maximal effect; % is set by controls: 0 for no effect and ±100 for the full control effect; nearly all actives have a fitted effect of over 60% in size
#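 Readout: CellTiter-Glo luminescence, 10 min after addition. Cells: KB-V1 MDR subline, 72 h at 37 degrees C with compound. Analysis: corrected, normalized data fitted to concentration-effect curves.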
# WRN helicase inh: inhibitors of human WRN helicase | Potency, µM (highest dose often 114 µM), for inactives: at the highest dose activity change, negative = inhibition, usual class: inhibitors | 360,000 tested, 0.46% active | Q14191 | WRN helicase unwinding, fluorescent forked duplex, kinetic; note: potency is the fitted concentration of half-maximal effect; % is set by controls: 0 for no effect and ±100 for the full control effect; nearly all actives have a fitted effect of over 55% in size
# Target sequence (Q14191 whole entry, looked up): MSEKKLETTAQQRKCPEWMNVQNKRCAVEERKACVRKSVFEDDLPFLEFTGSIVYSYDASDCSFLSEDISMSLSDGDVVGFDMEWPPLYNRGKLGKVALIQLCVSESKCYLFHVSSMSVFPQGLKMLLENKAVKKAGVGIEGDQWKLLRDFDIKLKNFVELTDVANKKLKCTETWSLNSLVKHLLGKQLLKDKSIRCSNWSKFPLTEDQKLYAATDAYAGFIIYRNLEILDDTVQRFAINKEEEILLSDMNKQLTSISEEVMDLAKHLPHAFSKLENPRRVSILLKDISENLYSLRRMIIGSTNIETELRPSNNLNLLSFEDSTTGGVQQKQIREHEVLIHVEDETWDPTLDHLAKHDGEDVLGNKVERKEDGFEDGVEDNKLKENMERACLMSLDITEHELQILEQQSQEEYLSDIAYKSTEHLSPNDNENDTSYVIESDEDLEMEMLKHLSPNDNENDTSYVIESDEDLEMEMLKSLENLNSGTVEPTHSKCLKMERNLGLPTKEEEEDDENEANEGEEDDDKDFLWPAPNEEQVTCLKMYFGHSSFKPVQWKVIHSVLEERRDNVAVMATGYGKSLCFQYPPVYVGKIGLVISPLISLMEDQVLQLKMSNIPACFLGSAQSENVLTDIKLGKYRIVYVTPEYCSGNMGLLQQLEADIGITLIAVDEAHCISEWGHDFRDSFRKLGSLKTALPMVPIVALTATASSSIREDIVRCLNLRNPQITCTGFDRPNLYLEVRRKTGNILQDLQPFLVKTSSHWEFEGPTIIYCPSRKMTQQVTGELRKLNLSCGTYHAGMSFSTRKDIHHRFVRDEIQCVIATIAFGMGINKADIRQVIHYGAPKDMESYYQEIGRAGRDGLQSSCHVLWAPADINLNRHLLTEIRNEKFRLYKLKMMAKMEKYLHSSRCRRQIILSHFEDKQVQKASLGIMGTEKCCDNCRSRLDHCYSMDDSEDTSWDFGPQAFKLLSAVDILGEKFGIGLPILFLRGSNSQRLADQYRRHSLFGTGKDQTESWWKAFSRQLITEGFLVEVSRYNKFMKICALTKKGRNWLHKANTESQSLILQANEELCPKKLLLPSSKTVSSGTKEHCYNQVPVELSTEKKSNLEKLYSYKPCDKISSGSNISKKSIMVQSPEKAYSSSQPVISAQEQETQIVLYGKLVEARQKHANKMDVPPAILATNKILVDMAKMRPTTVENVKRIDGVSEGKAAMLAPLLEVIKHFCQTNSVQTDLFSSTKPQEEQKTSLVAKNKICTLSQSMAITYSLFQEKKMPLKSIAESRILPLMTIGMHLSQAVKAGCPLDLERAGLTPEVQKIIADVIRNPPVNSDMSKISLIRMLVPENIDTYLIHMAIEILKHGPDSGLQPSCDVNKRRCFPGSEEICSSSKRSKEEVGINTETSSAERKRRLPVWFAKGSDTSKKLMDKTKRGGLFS
#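 Screening of the MLSMR collection measured strand separation of a quenched forked DNA duplex (100 nM) by 20 nM WRN with 2 mM ATP, all final. Compounds were preincubated with enzyme 15 min at room temperature.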
# IL-1B inflam inh: blocks inflammasome-driven IL-1 beta release; THP-1 LPS/ATP IL-1B secretion, AlphaLISA, 16 h; hits give low values; activity change, % at 57.5 µM; 360,000 tested, 4.7% active; in the data active = activity change below about -50%; inconclusive = mostly about -30% to -49%; note: % is set by controls: 0 for no effect and ±100 for the full control effect
#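 Secreted IL-1B measured by AlphaLISA bead assay after 16 h compound exposure of THP-1 cells; compounds (final up to 57.5 uM) added 1 h before LPS (250 ng/mL) and ATP (1.25 mM) stimulation; lower signal means less secretion.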
# HT1080NT lethal: kills 2HG-producing HT-1080-NT fibrosarcoma cells; 360,000 tested, 1.6% active; Potency, µM (titrated, usually from 46.1 µM), for inactives: at the top dose activity, negative = less viability, most hits filed as cytotoxic; HT-1080-NT fibrosarcoma viability, CellTiter-Glo ATP luminescence, 48 h; AID 686970;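 note: NT is the 2HG producing partner of a matched IDH1 knockdown line; potency is the fitted concentration of half-maximal effect; 0% = DMSO-treated cells and -100% = media-only wells without cells; nearly all actives have a fitted effect of over 55% in size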
#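 Viability of the 2HG-overproducing fibrosarcoma line after 48 hours of compound exposure at 37 degrees C was determined by luminescence with CellTiter-Glo, and concentration-effect curves were then fitted and categorized.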
# SW480 rereplic: DNA re-replication induction in SW480 cells; SW480 DNA re-replication, Hoechst DNA content imaging, 48 h; Potency, µM (series often up to 46.1 µM), inactives show top-dose re-replication activation, hits mostly activators; 340,000 tested, 1.8% active; note: potency is the fitted concentration of half-maximal effect; % of control where 0% means no effect; nearly all actives have a fitted effect of over 55% in size
#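 Image-based read-out: total Hoechst fluorescence of nuclei (405 nm excitation, 500-530 nm emission), with hits raising the fraction of high-intensity nuclei. SW480 colon cells incubated 48 hr with compounds at 37 C.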
# HT1080 IDH1KD tx: kills HT-1080 cells with IDH1 knockdown; Potency, µM (titrated, usually from 46.1 µM), without a hit: top-dose activity, negative = toxicity, hits mostly cytotoxic; 360,000 tested, 2% active; HT-1080 IDH1 knockdown viability, ATP luminescence, 48 h; AID 686971;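 note: potency is the fitted concentration of half-maximal effect; 0% = DMSO wells and -100% = cell-free medium wells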
#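 IDH1KD HT-1080 cells, 750/well, RPMI + 5% FBS; compound pinned after 2 h settling; 48 h, 37 °C; CellTiter-Glo luminescence; % activity normalised to DMSO and no-cell wells; curves fitted, classed by r2 and efficacy.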
# The depositor's hits bear a star; ? = inconclusive; . = not tested or not shown; & = joins results of further samples; [ ] = another dose, or the depositor's remark. Unless noted, calls come from the whole dose curve; as a rule, active = well fitted curve in the direction sought with a large enough effect; inconclusive = small, poorly fitted or top-dose-only effect, or another doubt; inactive = no such curve, though single readings can be large; an effect the other way counts as inactive or inconclusive.
mol | KB-V1 cytotox | MCF10A rerep | WRN helicase inh | ATXN2 expr inh | HT1080NT lethal | HT1080 IDH1KD tx | IL-1B inflam inh | KB-3-1 cytotox | SW480 rereplic
CC(=O)c1ccc(N2CCN(C(=O)c3cc(-c4ccc5c(c4)OCO5)nc4ccccc34)CC2)cc1 | -35% | ? | -3% | 19% | -20% | -2%[9.24 µM] | -2 | -13% | 1%
O=C(CN1CCc2cc3c(cc2C1)OCCCO3)Nc1ccc(F)cc1 | ? | 0% | 4% | -4% | -17% | -7% | 7 | -27% | 8%
COC(=O)c1ccccc1NC(=O)CN(c1ccc(OC)cc1)S(C)(=O)=O | ? | 10% | 6% | -14% | -17% | -15% | -9 | ? | ?
Cc1ccc(-c2nc(CS(=O)(=O)CC(=O)N3CCCCCC3)c(C)o2)cc1 | -28% | -4% | -1% | -21% | -7% | -8% | -21 | -15% | 3%
CC/C=C/C(=O)N1CC2(CC(c3cccc(NC(=O)CC)c3)=NO2)C[C@H]1C(N)=O (some centres undefined) | -12% | -2% | 6% | 3% | 14% | 3% | 25 | -2% | -9%
CCN1C[C@@H]2[C@@H]3C(=O)N(Cc4ccccc4)C(=O)[C@@H]3[C@](CC)(C(=O)OC)N2C1=NC1CCCCC1 | -4% | -4% | 0% | 3% | 15% | 8% | -2 | 27% | -4%
CC(CCc1ccccc1)NC(=O)CN1CCN(c2ccccc2)CC1 (centres undefined) | ? | 2% | 0% | -14%[11.3 µM] | 27% | 7% | -2 | 0% | -3%
CCOC(=O)C1CCN(C(=O)CN2C(=O)NC(C)(c3ccc4cc(OC)ccc4c3)C2=O)CC1 (centres undefined) | 2% | 14% | 4% | -2% | -19% | -15% | 0 | -2% | 22%
Cc1cc(C)c(C(=O)Cn2cnc3cc([N+](=O)[O-])ccc3c2=O)cc1C | -28% | -6% | -10% | -9% | 12% | 2% | 2 | -15% | -5%
COc1ccc(/C=C2/C(=O)ON=C2c2ccccc2)cc1OC | -30% | ? | ? | -37% | ? | ? | -102* | ? | 1%[9.22 µM]
Cc1cccc(NC(=O)CSCC(=O)NNC(=O)c2ccoc2C)c1 | . | 1% | -33% | -4% | 0% | -4% | -15 | . | 6%
CSCC[C@H](NC(=O)N1CCn2c1nc1ccccc12)C(=O)NCc1ccccc1 | -17% | -5% | -2% | -6% | -1% | -1% | -29 | 0% | -22%
Cc1noc(C)c1S(=O)(=O)N(C)C[C@H]1OCc2cn(nn2)CCCC(=O)N([C@H](C)CO)C[C@@H]1C | 9% | . | 4% | 1% | 1% | 5% | 19 | -6% | .
O=C(CSc1ncn[nH]1)OCN1C(=O)c2ccccc2C1=O | -7% | 3% | -4% | 2% | 12% | 5% | 14 | -2% | 0%
Cc1c(NC(=O)c2cc3ccccc3c(=O)s2)c(=O)n(-c2ccccc2)n1C | -13% | -13% | -6% | 7% | 0% | 5% | -1 | 5% | -7%
COc1ccc(Nc2cc(C(=O)NC3CCCC3)c3ccccc3n2)c(OC)c1 | -3%&-8% | 3% | 9% | -4%&0% | -2% | -3% | 34 | 0%&11% | ?
CCOC(=O)C1=C2SCC(=O)N2C(N)=C(C#N)C1 | 17% | 3% | 0% | -1% | 6% | 9% | 4 | 2% | -7%
C=C(C)CSc1cc(C)nc2c(-c3ccccc3)c(C)nn12 | 6.5µM* | 16% | -8% | . | ? | -26% | -6 | ? | 0%
Cc1c2cn[nH]c(=O)c2c(C)n1-c1ccccc1 | 15% | 0% | -1% | 17% | 11% | 0% | 3 | 8% | 0%
CC1=C(C(=O)Nc2ccccc2C(F)(F)F)C(c2ccc(C)s2)NC(=S)N1 (centres undefined) | 2% | 3% | -8% | -9% | -8% | -6% | -30 | 7% | 1%
COc1ccc2cc(CN(CCCN3CCOCC3)Cc3nnnn3C3CCCCC3)c(=O)[nH]c2c1 | -18% | -3% | 3% | 3% | -29% | -8% | -11 | -11% | -1%
O=C(NCC(=O)N(CCc1ccccc1)C(C(=O)NC1CCCC1)c1cccnc1)c1ccco1 (centres undefined) | -2% | -5% | 6%[57.1 µM] | -4% | 4% | 9% | 8 | 1% | -6%
Cn1c(SCC(=O)Nc2nc3ccccc3s2)nnc1-c1ccccc1 | -12% | 29% | -5% | 2% | -9% | -7% | 0 | -1% | 3%
COc1ccc(S(=O)(=O)NNC(=O)Cc2csc(C)n2)cc1[N+](=O)[O-] | ? | -15% | 2%[11.6 µM] | -3% | 16% | 6% | 19 | 3% | -722%[inhibitor]
O=C(NCc1ccco1)c1cc(C(=O)C2CC2)c[nH]1 | -4% | 0% | 0% | 4% | 3% | 1% | -1 | 1% | -13%
O=C(Cc1c(O)c2ccccc2oc1=O)c1ccc(C(F)(F)F)cc1 | 1% | 7% | 6% | -21% | -3% | 11% | -3 | 1% | -11%
O=C(CN1CCN(c2ccccn2)CC1)Nc1ccc(F)cc1 | 1% | -1% | 1% | -2% | 12% | 7% | 0 | 8% | -4%
COC(=O)C(Cc1ccccc1)NS(=O)(=O)c1ccccc1Br (centres undefined) | 0% | -11% | 2% | 1% | 16% | 11% | 36 | 8% | 3%
CC(=O)Nc1ccc(SC[C@H](Cc2ccccc2)N2CC[C@@H](C(C)(C)C)CCC2=O)cc1 | ? | ? | -15% | ? | ? | 16µM* | -59* | ? | -1%
COc1cccc(CC2(CO)CCN(C(=O)NCCc3ccccc3)CC2)c1 | 15% | -4% | -7% | -3% | 5% | 1% | -12 | -4% | -1%
Cc1cc(NS(=O)(=O)c2ccccc2)cc(Cl)c1O | 16µM* | 2% | -15% | 5% | -10% | -8% | 0 | -7% | 9%
CCn1c(Cc2ccccc2)nnc1SCC(=O)NC1CCCC1 | -1% | ? | 3% | -6% | -1% | 0% | -18 | 11% | 2%
C[C@@H]1CC[C@]2(O[C@H](CCO)C[C@H](O)[C@H]2O)O1 | -13% | -32%[inhibitor] | -4% | 2% | 12% | 17% | 27 | 0% | -16%
Cc1ccccc1OCc1nnc(SC(C)C(=O)O)n1-c1ccccc1 (centres undefined) | 24% | . | 13% | . | 4% | 2% | -8 | 4% | .
CC(NS(=O)(=O)c1ccc(Br)cc1)C(=O)Nc1nc2ccccc2[nH]1 (centres undefined) | -4% | -18% | 5% | -6% | -21% | -10% | -18 | -7% | -4%
CCOC(=O)CCCNC(=O)CSc1nc2ccc(OCC)cc2[nH]1 | 1% | -2% | 1% | -17% | 10% | ? | -9 | ? | 1%
CC(C)C(=O)Nc1ccccc1Cc1ccccc1 | -13% | -1% | -24% | -17% | 4% | -4% | 32 | 11% | 25%
CCNS(=O)(=O)c1ccc(NC(=O)c2ccc(Cn3cc([N+](=O)[O-])cn3)o2)cc1 | ? | 17% | -13% | 16% | -9% | -9% | 30 | ? | -23%
O=C(c1ccco1)c1cn(CC(=O)N2CCCc3ccccc32)c2ccccc12 | -28% | -3% | -8% | 2% | -1% | -23% | -13 | -21% | 0%
CCn1c(COc2ccccc2C)nnc1SCC(=O)CC(=O)Nc1ccccc1OC | 8.2µM* | ? | -13% | -4% | -5% | -18% | 22 | -22% | 0%
N#CCN1CCC2(O)CCCCC2C1c1ccc2c(c1)OCO2 (centres undefined) | 0% | -1% | 0% | -11% | 20% | 7% | . | 4% | -53%[inhibitor]
O=C(CNC(=O)c1ccccc1F)NCCN1C(=O)S/C(=C\c2ccccc2Cl)C1=O | ? | 4% | -26% | 2% | 0% | 3% | 6 | -5% | -5%
C=CCn1c(SCC(N)=O)nnc1-c1cc2c(s1)CCC(CC)C2 (centres undefined) | -1% | -2% | -17%[57.1 µM] | 74%[activator] | 2% | -2% | 11 | 9% | -4%
CCOC(=O)c1cnc2c(C#N)c(C)nn2c1C | -3% | 2% | -8% | 4% | 1% | 0% | -5 | -19% | 3%[9.22 µM]
Cc1ccccc1N1C(=O)Cc2ccccc2C1=O | 9% | -17% | -5% | -17% | 17% | 4% | 7 | 14% | -10%
CCOC(=O)[C@H]1[C@H]2COc3ccc(Cl)cc3[C@@H]2N2C(=O)[C@@H](C)NC(=O)[C@@]12C | -22% | 24% | 4% | 6% | 14% | 14% | -1 | 22% | -1%
CCc1c(C2(O)CCCCC2)[nH]c2cnccc12 | 3% | 0% | 3% | -9% | 0% | -2% | 36 | -6% | -2%
Cc1ccc(C(=O)C=CC=Cc2ccccc2)cc1 | -1% | . | -16% | . | 0% | -7% | ? | -2% | .
NC(=O)C1CCN(C(=O)CSCc2ccccc2Cl)CC1 | 9% | 3% | 3% | 4% | 1% | 0% | 5 | 24% | 0%
Cc1cc(NC(=O)c2ccoc2C)ccc1Br | 2% | -3% | -7% | 50%[activator] | -13% | -14% | ? | ? | -2%
CC(=O)Nc1ccc(C(=O)Nc2nc(-c3cc(C)n(Cc4ccccc4)c3C)cs2)cc1 | 5% | 8% | -25% | -6% | -6% | -1% | -6 | -11% | -2%
COC(=O)CNc1nc(C2CC2)nc2c1nnn2Cc1ccccc1Cl | -3% | 27% | -5% | -10% | -3% | 12% | 15 | 0% | -12%
CC(NC(=S)Nc1ccc(OC(F)F)c(Cl)c1)C(C)(C)C (centres undefined) | ? | 24% | -4% | 14%[11.3 µM] | ? | ? | -96* | ? | 19%
CCOC(=O)c1oc2cccc(O)c2c1CN1CCOCC1 | -7% | 2% | 3% | -14% | -13% | -2% | 24 | -2% | -5%
CCOc1ccccc1C(=O)N[C@H](C(=O)Nc1nc2c(s1)CCCC2)C(C)C | ? | ? | -13% | -9% | ? | ? | ? | ? | ?
COc1cccc(OCCSc2nc(N)cc(N)n2)c1 | ? | 20% | 0%[57.1 µM] | 29% | -26% | ? | -4 | ? | -6%
O=C(NCCCN1CCOCC1)C1CCN(S(=O)(=O)c2ccccc2)CC1 | -3% | 12% | -12% | 2% | 5% | 2% | 13 | -8% | -6%

# Screening data deposited in PubChem BioAssay by National Center for Advancing Translational Sciences (NCATS).
